UHRF1 MBD2 ctr – UHRF1 methylated DNA binding inhibitors, primary screen, counter-screen for MBD2 inhibitor project, biochemical, TR-FRET, human UHRF1, single concentration; hit rate 0.75% among 370,000; UHRF1 binding to methylated oligo; inhibition, % at 4.4 µM; AID 687016, 2013; in the data active = inhibition above about 21%;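 also: UHRF1 SRA domain binding a hemimethylated CpG hairpin DNA probe; 0% = median of test compound wells and 100% = reference inhibitor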
LEDGF integ inh – blockers of LEDGF/p75-dependent integrase strand transfer – biochemical, TR-FRET, high throughput, primary screen; HIV-1 integrase (with human LEDGF/p75); TR-FRET IN-LEDGF/p75 DNA integration, Eu/Cy5; inhibition, % at 3.7 µM; hit rate 0.64% among 370,000;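 active = inhibition above the screen-wide mean plus 3 SD, cut at about 13% in these data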;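 also: signal is the Cy5 over europium emission ratio at 671 and 618 nm; 0% = plate median of compound wells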
DDE Tn7 FP inh – inhibitors of Tn7 peptide binding to fibrin DD(E), primary screen, biochemical, fluorescence polarization, human fibrin, Tn7 probe | Fibrinogen beta chain (Homo sapiens), P02675 | FP displacement of FITC-Tn7 peptide from fibrin DD(E); 0% = median of compound wells per plate | inhibition, % at 8.3 µM | hit rate 0.13% among 370,000 | AID 720508, 2013;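 active = inhibition above the mean of compounds falling within the control limits plus 3 SD of them, cut at about 14% in these data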;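 also: 0% = plate median of compound wells and 100% = 10 µM Aha-Tn7 peptide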
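System: human fibrin DD(E); quantity: Fibrin-DD(E) at 2 µM final; also added: fluorescent Tn7 probe at 0.1 µM; compound dosing: single nominal test concentration of 8.3 µM per compound; schedule: 10 min preincubation, 3 h with tracer, room temperature; detection: fluorescence polarization of the labelled Tn7 tracer; repeats: one replicate per compound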
TDP2 absorb – human TDP2 enzyme inhibitors, primary screen, biochemical, epi absorbance, recombinant enzyme | hit rate 0.34% among 370,000 | inhibition, % at 12.8 µM | Tyrosyl-DNA phosphodiesterase 2 (Homo sapiens), O95551 | T5PNP hydrolysis, p-nitrophenol absorbance 415 nm;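 active = inhibition above the mean of all tested compounds plus 3 SD, set per campaign, cut at about 25% in these data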;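 also: 0% = DMSO with enzyme and 100% = buffer with substrate but no TDP2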
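Test system: Human TDP2 enzyme | Reagent: 5 mM T5PNP | Compound dosing: 12.8 µM single point, 1% DMSO | Incubation: Enzyme reaction with compound for 2 h at 37 °C | Technique: p-Nitrophenol epi absorbance | Read-out: % inhibition relative to enzyme-containing and enzyme-free wells | Benchmarks: High control without enzyme, low control DMSO plus TDP2 | Replicates: Singlicate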
PRMT1 inh – PRMT1 methyltransferase inhibitors, primary screen, biochemical, fluorescence polarization. hit rate 1.3% among 370,000. Protein arginine N-methyltransferase 1 (Homo sapiens), Q99873. recombinant PRMT1, activity-based probe fluorescence polarization. inhibition, % at 2.79 µM;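 active = inhibition above about 21% made by adding two undisclosed values, limit read from the data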
TCR-CD3 inh – inhibitors of human TCR-CD3 interaction, primary screen, biochemical, fluorescence, TAMRA-labeled TCR probe; T-cell receptor (TCR); inhibition, % at 9.4 µM; hit rate 0.37% among 360,000; AID 651800, 2012; in the data active = inhibition above about 19%;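 also: recombinant mutant TCR 2C K166C tagged with TAMRA read by polarization; 0% = receptor in buffer alone and 100% = receptor with positive control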
PG9 Ab binder – binders of HIV-1 gp120 antibody PG9, primary screen, biochemical, TR-FRET; TR-FRET gp120-PG9 antibody binding; hit rate 0.43% among 360,000; inhibition, % at 6.7 µM; HIV-1 gp120 / PG9 antibody interaction; in the data active = inhibition above about 8.5%
HTRA1 inhibitor – HTRA1 serine protease inhibitors, primary screen, biochemical, fluorescence polarization, HTS; hit rate 0.5% among 340,000; inhibition, % at 5.96 µM; Q92743; AID 504803, 2011; recombinant HTRA1, FP-rhodamine activity-based probe; in the data active = inhibition above about 36%;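 also: 0% = enzyme with DMSO and 100% = wells lacking enzyme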
Target sequence (Q92743 whole entry, looked up): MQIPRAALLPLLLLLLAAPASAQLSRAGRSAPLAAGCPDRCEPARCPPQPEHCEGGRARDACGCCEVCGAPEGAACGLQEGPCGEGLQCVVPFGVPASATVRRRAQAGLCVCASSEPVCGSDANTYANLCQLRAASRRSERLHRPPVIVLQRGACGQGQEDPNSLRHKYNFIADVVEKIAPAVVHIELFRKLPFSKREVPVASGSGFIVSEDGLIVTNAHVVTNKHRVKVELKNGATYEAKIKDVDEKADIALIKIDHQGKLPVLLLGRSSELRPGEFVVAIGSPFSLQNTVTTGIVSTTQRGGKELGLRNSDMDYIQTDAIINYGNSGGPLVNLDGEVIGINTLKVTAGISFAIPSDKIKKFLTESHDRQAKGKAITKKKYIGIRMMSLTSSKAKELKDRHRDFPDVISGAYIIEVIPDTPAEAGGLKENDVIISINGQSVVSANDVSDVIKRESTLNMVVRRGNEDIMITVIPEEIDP
SIAE primary – human SIAE inhibitors, primary screen, biochemical, fluorescence polarization, FP-Rh probe, 1536-well HTS. SIAE FP-Rh probe binding. inhibition, % at 9.66 µM. hit rate 0.69% among 370,000. AID 1053197, 2014;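 active = inhibition above a cutoff: mean of compounds within the control limits plus 3 SD of those, cut at about 17% in these data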;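 also: 0% = plate median of compound wells and 100% = probe without SIAE protein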
Target sequence (Q9HAT2 whole entry, looked up): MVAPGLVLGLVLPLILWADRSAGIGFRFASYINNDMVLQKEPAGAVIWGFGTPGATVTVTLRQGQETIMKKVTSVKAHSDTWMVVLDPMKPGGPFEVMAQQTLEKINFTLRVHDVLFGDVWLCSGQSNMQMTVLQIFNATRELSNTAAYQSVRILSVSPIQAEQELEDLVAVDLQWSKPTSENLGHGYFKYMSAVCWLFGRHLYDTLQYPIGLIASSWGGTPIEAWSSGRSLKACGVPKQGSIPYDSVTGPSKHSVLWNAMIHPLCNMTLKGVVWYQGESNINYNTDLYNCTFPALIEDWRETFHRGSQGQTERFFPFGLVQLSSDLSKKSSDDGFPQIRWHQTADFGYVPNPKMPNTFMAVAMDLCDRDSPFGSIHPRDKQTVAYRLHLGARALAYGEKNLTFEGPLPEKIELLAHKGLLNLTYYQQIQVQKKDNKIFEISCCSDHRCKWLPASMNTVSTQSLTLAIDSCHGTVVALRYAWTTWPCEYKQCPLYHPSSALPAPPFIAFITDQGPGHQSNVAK
mABHD4 FP – ABHD4 inhibitors, primary screen, biochemical, fluorescence polarization, mouse. (Lyso)-N-acylphosphatidylethanolamine lipase (Mus musculus), Q8VD66. purified mABHD4, FP-Rh probe fluorescence polarization. inhibition, % at 8.92 µM. hit rate 0.54% among 370,000;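 active = inhibition exceeding the mean over every tested compound plus 3 SD, cut at about 30% in these data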;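 also: 0% = plate median of compound wells and 100% = S159A mutant with DMSO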
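Test system: mABHD4 protein; Read-out basis: % inhibition; Incubation: 45 min + 60 min at 25 °C; Repeats: single replicate; Technique: fluorescence polarization with parallel and perpendicular emission, 525/598 nm; Compound: 8.92 µM, single dose; Benchmarks: full inhibition S159A mutant plus DMSO, zero as sample-well median.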
Active calls of the source: *; · = not tested or not shown. Rows are unselected; any-hit rate near 4.2%.

SMILES	UHRF1 MBD2 ctr	LEDGF integ inh	DDE Tn7 FP inh	TDP2 absorb	PRMT1 inh	TCR-CD3 inh	PG9 Ab binder	HTRA1 inhibitor	SIAE primary	mABHD4 FP
Cc1nn(C)c(C(=O)Nc2ccn(Cc3ccccc3F)n2)c1[N+](=O)[O-]	-1	0	4	15	9	2	-0.4	-3	-1	7
C=C(C)COc1ccc2c(C)c(CCC(=O)N3C[C@H]4C[C@@H](C3)c3cccc(=O)n3C4)c(=O)oc2c1	-4	1	-3	-3	-3	0	0.1	2	2	-2
CC(=O)Nc1ccc(S(=O)(=O)NC(C)CCc2ccccc2)cc1 (stereo not given)	1	-2	5	7	3	-6	0.0	-5	-4	0
Cn1c(O)c(N=Nc2nc(-c3ccccc3)cs2)c2ccccc21	-1	-1	-6	12	1	0	-2.1	0	4	-3
COc1ccc(-c2nc3ccccc3c(=O)n2NC(=O)c2cccnc2Cl)cc1OC	-2	-1	-6	1	1	8	-2.4	5	5	2
CCc1sc(C(=O)N2CCN(C(=O)c3ccccc3)CC2)cc1C	0	-2	-1	-8	1	2	-1.4	-3	1	9
O=C(CSc1nc2ccccc2c(=O)n1-c1ccc(F)cc1)Nc1ccc(Cl)c(S(=O)(=O)N2CCOCC2)c1	-3	0	3	10	-3	13	0.0	-48	-58	-58
CCOc1ccc(S(=O)(=O)N2CCOCC2)cc1NC(=O)CSCC(=O)Nc1ccc(C)cc1	0	-3	4	11	4	-5	-0.7	0	0	-1
CC(=O)N1CCc2c(sc(NC(=O)CN3C(=O)c4ccccc4C3=O)c2C(N)=O)C1	1	-3	10	10	3	-3	2.5	3	-4	-1
COC(=O)c1c(C(=O)OC)c2c(-c3ccccc3)cc3cccc1n32	-1	2	1	-3	-1	1	-1.5	-48	-11	-12
COc1cc(/C=C(\C#N)C(=O)N2CCOCC2)cc(Br)c1O	1	-3	8	11	0	-7	-2.3	7	1	3
COc1ccc(S(=O)(=O)NN(C)c2nc(C(F)(F)F)nc3ccccc23)cc1	0	-2	6	5	0	6	-2.7	-4	8	0
Fc1ccc(CNC(=S)Nc2cccc(Cl)c2)cc1	-4	15*	-7	-1	1	·	-1.5	-20	8	-11
COc1ccc(NC(=O)NC(C)c2ccccc2)cc1 (stereo not given)	0	0	1	4	0	0	-1.3	1	-1	3
O=C(c1cc(-c2ccncc2)nc2ccccc12)N1CCN(c2ncccn2)CC1	-2	3	1	-4	-2	0	0.4	-7	-5	-3
C/C(=N\Nc1ccc(F)cc1)c1ccc(N2CCOCC2)c(F)c1	-2	6	-2	-6	-1	-5	-2.1	9	4	12
O=C(N/N=C/c1cc2ccccc2nc1Cl)c1ccncc1	-6	1	-4	12	-2	4	-1.3	7	-3	-2
Clc1ccc2c(NNc3ccccc3Cl)ccnc2c1	0	-4	2	10	-1	-1	5.2	10	4	-6
CC(C)(CNC(=O)c1ccc(Br)o1)CNC(=O)c1ccc(Br)o1	-1	3	-10	4	1	1	-2.1	-1	-4	8
CCOc1cc(/C=N\NC(=O)c2ccc(C)nc2)cc([N+](=O)[O-])c1O	-8	1	2	1	2	-2	-19	5	1	-8
Cc1ccc(CNc2ccc(S(=O)(=O)N3CCOCC3)cc2[N+](=O)[O-])cc1	-3	0	-1	4	-2	0	1.0	-8	2	1
CCOc1cc(CNCCCN2CCOCC2)ccc1OCC(=O)Nc1cccc2ccccc12	-2	-3	10	-2	2	6	-0.7	-8	0	5
COC(=O)Cn1cnc2c(C#N)c3n(c2c1=O)CCCC3	5	1	0	4	-1	3	-2.2	-3	2	4
Cc1ccc2nc(SCC(=O)Nc3c(C)n(C)n(-c4ccccc4)c3=O)[nH]c2c1	2	1	3	0	0	-4	-0.2	0	1	-10
COc1ccc(C(=O)CSc2nc3ccccc3n2CC(=O)NC(C)(C)C)cc1	2	2	-9	-7	-1	5	3.4	-14	-2	1
O=C(NN=C1CCN(Cc2ccccc2)CC1)c1ccccc1O	1	0	-3	-22	-2	18	-3.6	13	2	6
O=C(NCc1cccnc1)c1ccc2c(c1)N(Cc1ccccc1)CCS2	-3	-2	7	25*	29*	1	2.5	4	2	3
CCCCN(C(=O)c1ccc(S(=O)(=O)N(C)C)cc1)c1ccccc1	-3	1	-3	-5	2	-5	0.2	2	1	0
Cc1c(Cl)cccc1NC(=O)CCCN1C(=O)CCC1=O	-1	1	-4	-4	2	3	-1.5	3	3	-1
COC(=O)CCSc1nccn1Cc1ccccc1	8	0	-5	2	-1	3	-1.4	9	5	3
O=C(NC(c1ccccc1)c1ccccc1)c1ccc(Br)o1	0	1	-5	-1	3	-7	2.0	-1	4	3
COc1ccc(C=NNC(=O)c2cc(C)oc2C)cc1O	-4	-4	2	6	0	1	-1.3	1	7	3
COc1ccc(C)cc1S(=O)(=O)N(CC(=O)NCc1ccco1)c1ccc(C)cc1	3	-6	0	-7	4	4	-0.8	-12	5	-2
O=C1N=C(N2CCOCC2)S/C1=C\c1ccc(-c2ccccc2Cl)o1	2	-1	-5	-6	-1	-4	0.0	-9	-2	-4
COC(=O)c1c(NC(C)=O)sc(C(=O)Nc2ccccc2)c1C	2	5	-7	-14	-2	-6	-1.9	-29	-8	-11
COc1ccc(OCC(=O)Nc2nc3ccc(NC(C)=O)cc3s2)cc1	1	3	-2	13	0	4	1.9	-9	-13	-7
Cc1cccc(NC(=O)c2sc(C)nc2C)c1	-1	0	-4	11	-3	7	-0.5	0	4	-2
O=[N+]([O-])c1ccc(OCCCCN2CCCCC2)cc1	-2	3	-4	-4	2	1	-2.4	-4	-3	-1
COc1ccc(-c2nc3c(c(=O)c4ccccc4n3C)c(=O)n2Cc2ccccc2)cc1	0	1	1	-5	-4	9	0.7	-5	2	-15
Cn1c(=O)c2c(nc(NCc3ccccc3)n2C)n(C)c1=O	1	-1	2	6	1	3	-2.2	1	8	-3
COCC(=O)N(CCc1ccccc1)Cc1cc2cc(C)ccc2nc1Cl	0	1	-5	14	0	-9	-1.8	-10	4	-6
COc1ccccc1C(=O)COC(=O)c1cccs1	-2	0	7	-2	-2	1	0.1	-5	4	2
CC(C)CNC(=S)NC1CCCC1	3	-5	2	-1	2	-5	0.8	-1	-12	6
COC(=O)c1ccc([C@@H]2C[C@H]3CN(Cc4cccnc4)C(=O)[C@]34CCCN24)cc1	-2	1	-3	-9	-3	-1	-1.2	-2	5	-2
COc1ccc(C(=O)ON=C2C=C(C)C(=O)C(C)=C2)cc1	-1	1	0	7	0	4	-3.1	8	3	2
CCn1c(-c2ccc([N+](=O)[O-])cc2)n[nH]c1=S	0	1	-2	2	1	0	-0.6	0	-3	-1
CN(C)S(=O)(=O)c1ccc(N2CCCC2)c(C(=O)Nc2ccccc2Br)c1	-1	-4	2	5	-3	3	-1.1	-9	2	5
C[C@@H](C(=O)OCC(=O)c1ccccc1)N1C(=O)C2CCCCC2C1=O (stereo not given in full)	-3	-4	6	7	-3	3	0.2	6	-7	-1
CCCNC(=O)CN1C(=O)COc2ccc(S(=O)(=O)N3CCCCCC3)cc21	2	4	-4	5	1	-3	1.4	4	7	2
COCCCNC(=O)c1cc(-c2cccnc2)nc2ccc(S(=O)(=O)N3CCCCCC3)cc12	3	2	-4	22	-2	5	0.6	-1	5	-3
Cc1nc2ccccc2c(C)c1C(=O)c1ccc(F)cc1	1	-6	-6	3	-2	3	0.2	0	-5	2
Cc1ccc2cc(F)ccc2n1	0	-3	2	6	2	-13	0.5	·	-4	6
OCCC1CN(Cc2cccn2-c2ccccn2)CCN1Cc1ccccc1 (stereo not given)	1	-1	1	4	3	-3	-0.7	5	1	-2
O=C(O)Cc1ccc(N2N=C(c3ccccc3)CC2=O)cc1	18	26*	1	71*	6	0	-2.5	·	12	8
Cc1c(C(=O)NCC2CCCO2)sc2nc(-c3ccc(F)cc3)cn12 (stereo not given)	0	5	3	8	-5	9	-0.4	-1	3	-2
O=C(O)c1cc(-c2ccc(Cl)cc2)n(-c2ccc(F)cc2)n1	-1	-2	1	-12	0	-5	0.7	5	2	8
Cc1cc(O)c(C(C)C)cc1N=Cc1ccc([N+](=O)[O-])cc1	-4	-5	-1	0	11	-2	-4.6	11	10	7
CCOC(=O)N1CCN(C(=O)CN(c2cccc(OC)c2)S(C)(=O)=O)CC1	4	-1	12	4	7	0	1.5	-1	1	-3
COc1ccc(C(CNC(=O)COc2ccc(Cl)c(C)c2)N2CCCCC2)cc1 (stereo not given)	-1	0	0	-9	-2	4	-0.4	-2	-1	8
COc1ccccc1CN1CC(C(=O)NCCN2CCOC2=O)CCC1=O (stereo not given)	-2	1	1	12	-1	-8	0.2	0	2	-2

Record cards (already shown). Values in the order: UHRF1 MBD2 ctr, LEDGF integ inh, DDE Tn7 FP inh, TDP2 absorb, PRMT1 inh, TCR-CD3 inh, PG9 Ab binder, HTRA1 inhibitor, SIAE primary, mABHD4 FP
Record of OCCC1CN(Cc2cccn2-c2ccccn2)CCN1Cc1ccccc1 (stereo not given) = 1, -1, 1, 4, 3, -3, -0.7, 5, 1, -2
Record of CCn1c(-c2ccc([N+](=O)[O-])cc2)n[nH]c1=S = 0, 1, -2, 2, 1, 0, -0.6, 0, -3, -1
Record of Cc1ccc2cc(F)ccc2n1 = 0, -3, 2, 6, 2, -13, 0.5, ·, -4, 6

Going on with the list.
SMILES	UHRF1 MBD2 ctr	LEDGF integ inh	DDE Tn7 FP inh	TDP2 absorb	PRMT1 inh	TCR-CD3 inh	PG9 Ab binder	HTRA1 inhibitor	SIAE primary	mABHD4 FP
CNS(=O)(=O)c1c(C)cc(C)c(N(C)S(=O)(=O)c2ccccc2)c1C	3	1	1	-3	-3	7	-2.7	-10	-5	0
COc1ccc(/C=N/n2c(-c3cc(C)[nH]n3)n[nH]c2=S)cc1	-1	5	-4	17	-4	5	0.6	2	9	-1
COc1ccc2[nH]cc(C(=O)CN3CCCC(C)C3)c2c1 (stereo not given)	3	0	-2	-6	-2	3	0.4	-1	0	5
CCC(=O)N1CCCc2cc(S(=O)(=O)NCc3cccs3)ccc21	-4	-4	-3	-12	-1	9	-0.6	0	6	-7

Bioassay records as filed in PubChem.
